HT1080NT lethal: kills 2HG-producing HT-1080-NT fibrosarcoma cells. HT-1080-NT fibrosarcoma viability, CellTiter-Glo ATP luminescence, 48 h. AID 686970. Potency, µM (top dose mostly 46.1 µM), without a hit: at the top dose activity, negative = less viability, actives largely listed as cytotoxic. hit rate 1.6% among 360,000;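 further: NT is the 2HG producing partner of a matched IDH1 knockdown line; potency means the concentration at half of the fitted maximal effect; 0% = DMSO-treated cells and -100% = media-only wells without cells; nearly all actives have a fitted effect of over 55% in size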
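Viability by CellTiter-Glo luminescence after 48 h compound exposure at 37C of HT-1080-NT cells (750/well, RPMI, 5% FBS). % activity scaled between DMSO wells and medium-only wells, then curve-fitted and categorized by curve class.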
MCF10A rereplic: DNA re-replication induction in MCF 10a cells. Potency, µM (highest dose often 46.1 µM), for inactives: at the top dose activity, positive = re-replication, usual class: activators. MCF 10A DNA re-replication, Hoechst nuclear intensity, 48 h. hit rate 2.9% among 350,000; further: potency means the concentration at half of the fitted maximal effect; % of control where 0% means no effect; nearly all actives have a fitted effect of over 50% in size
HT1080 IDH1KD tx: toxicity to HT-1080 IDH1 knockdown cells (counter line) | HT-1080 IDH1 knockdown viability, ATP luminescence, 48 h | Potency, µM (doses to about 46.1 µM), inactives show top-dose activity, negative = toxicity, hits mostly cytotoxic | hit rate 2% among 360,000 | AID 686971;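 further: potency means the concentration at half of the fitted maximal effect; 0% = DMSO wells and -100% = cell-free medium wells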
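Luminescent ATP read-out (CellTiter-Glo, 10 min at room temperature) after 48 h compound exposure at 37 °C gave viability of IDH1-knockdown HT-1080 cells. Activity was normalised to DMSO and cell-free wells, then fitted as concentration-response curves.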
HEK293 tox: cytotoxic in the GLP-1 receptor inverse agonist counter-screen; HEK293 cAMP-luciferase reporter cells, luminescence, 24 h; Potency, µM (highest dose often 38.3 µM), without a hit: at the top dose activity change, negative = inhibition, most hits filed as inhibitors; hit rate 0.13% among 410,000;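 further: loss of luciferase light is scored as toxicity; potency means the concentration at half of the fitted maximal effect; on the % scale 0 is the no-effect control and ±100 the full control effect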
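Quantitative HTS format, 1536 wells, 200 cells/uL seeded. Compounds: 23 nL, 24 h, 37 °C. Detection: luciferase reagent, luminescence at 12 min RT; decreased signal taken as cytotoxic.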
KB-3-1 cytotox: kills parental KB-3-1 adenocarcinoma cells; AID 1347075; KB-3-1 viability, CellTiter-Glo ATP luminescence, 72 h; Potency, µM (titrated, usually from 46.1 µM), inactives show at the top dose activity change, negative = cytotoxic, usual class: cytotoxic; hit rate 1.4% among 400,000; further: potency means the concentration at half of the fitted maximal effect; on the % scale 0 is the no-effect control and ±100 the full control effect; nearly all actives have a fitted effect of over 60% in size
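Parental KB-3-1 adenocarcinoma cells in phenol-red-free DMEM with 10% FBS were pin-treated with compounds at several concentrations, incubated 72 h at 37 °C, and viability read by CellTiter-Glo luminescence; concentration-effect curves were fitted after normalization.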
SW480 rerep: inducers of DNA re-replication in SW480 colon cancer cells | SW480 DNA re-replication, Hoechst DNA content imaging, 48 h | Potency, µM (doses to about 46.1 µM), for the others: top-dose re-replication activation, most hits filed as activators | hit rate 1.8% among 340,000 | AID 624297; further: potency means the concentration at half of the fitted maximal effect; % of control where 0% means no effect; nearly all actives have a fitted effect of over 55% in size
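Per well, 250 cells were exposed to pinned compound for 48 hr. Nuclear DNA was visualised with Hoechst (40 min, 37 C) and total object intensity recorded by fluorescence scanning.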
D3 ag: agonists of human D3 dopamine receptor; P35462; D3R DiscoveRx beta-arrestin cells, luminescence, 90 min; max activation, %; hit rate 0.58% among 410,000; AID 652048; in the data active means max activation above about 30%; further: 0% is about no effect; mostly tested at two doses, the higher about 12 µM
Target sequence (P35462 whole entry, looked up): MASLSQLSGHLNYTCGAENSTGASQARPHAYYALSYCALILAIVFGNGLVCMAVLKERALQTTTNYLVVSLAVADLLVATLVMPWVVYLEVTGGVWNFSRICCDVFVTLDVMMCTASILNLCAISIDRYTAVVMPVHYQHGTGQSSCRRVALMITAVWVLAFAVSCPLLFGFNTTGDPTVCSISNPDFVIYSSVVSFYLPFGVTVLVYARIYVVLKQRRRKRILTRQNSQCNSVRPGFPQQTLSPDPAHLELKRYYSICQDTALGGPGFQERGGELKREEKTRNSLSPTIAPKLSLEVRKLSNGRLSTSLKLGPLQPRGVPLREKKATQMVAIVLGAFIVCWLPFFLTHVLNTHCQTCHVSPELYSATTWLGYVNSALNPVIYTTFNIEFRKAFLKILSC
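Agonist-mode cell screen: cells plated at 1500/well and incubated overnight at 37 °C, then exposed to library compounds for 90 min at 37 °C. Detection reagent was added for 30–60 min at room temperature, and luminescence was read.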
KB-V1 cytotox: KB-V1 MDR subline cytotoxicity | KB-V1 MDR cells viability, CellTiter-Glo, 72 h | Potency, µM (titrated, usually from 46.1 µM), without a hit: at the highest dose activity change, negative = cytotoxicity, hits mostly cytotoxic | hit rate 3.4% among 400,000; further: potency means the concentration at half of the fitted maximal effect; on the % scale 0 is the no-effect control and ±100 the full control effect; nearly all actives have a fitted effect of over 60% in size
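Drug-selected KB-V1 cells, grown in DMEM lacking phenol red with 10% FBS, receive compound titrations; after three days at 37 degrees C, surviving cell ATP is quantified by CellTiter-Glo luminescence and responses normalized and curve-fitted.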
IL1B secr inh: inhibitors of inflammasome signaling (IL-1 beta secretion) | THP-1 LPS/ATP IL-1B secretion, AlphaLISA, 16 h; hits give low values | activity change, % at 57.5 µM | hit rate 4.7% among 360,000 | AID 743279; in the data active means activity change below about -50%; inconclusive means mostly about -30% to -49%; further: on the % scale 0 is the no-effect control and ±100 the full control effect
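THP-1 cells pretreated 1 hr with compounds (up to 57.5 uM final), then stimulated with LPS (250 ng/mL final) plus ATP (1.25 mM final); secreted IL-1B measured by AlphaLISA after 16 hr, decreased signal indicating inhibition.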
* hit, by the source's call; ? = inconclusive; / = no result given; & = joins results of further samples; [ ] = another dose, or the depositor's remark. Unless noted, the call rests on the fitted dose curve; in most records, active means well fitted curve in the direction sought with a large enough effect; inconclusive means small, poorly fitted or top-dose-only effect, or another doubt; inactive means no such curve, though single readings can be large; an effect the other way counts as inactive or inconclusive.

item	structure	HT1080 IDH1KD tx	D3 ag	SW480 rerep	KB-V1 cytotox	HT1080NT lethal
1	CCc1ccc(N2CC(C(=O)OCc3csc(CC(=O)Nc4ccccc4C)n3)CC2=O)cc1 (stereo not given)	3%	3	20%	-1%	5%
2	CCCc1nc2c(C)cc(Br)cn2c1Cc1ccccc1	?	-5	/	-14%	?
3	CCc1nc2ccc(C(=O)Nc3cc(-c4ccccc4)ccc3OC)cn2c1N(C)C(=O)c1cccc(OC)c1	-1%	0	/	?	-1%
4	CC(C)CCN1CCC(C)(NC(=O)c2ccccc2)C1=O (stereo not given)	-6%	-2	28%	-18%	-7%
5	O=C(NCc1c(Cl)cccc1Cl)c1ccc2nnsc2c1	-1%	-5	?	?	0%
6	COc1ccc(-c2[nH]c3ccccc3c2SCCN)cc1	-28%	-11	?	6%	-10%
7	CCCCNc1nc2c(c(=O)n(Cc3ccccc3)c(=O)n2C)n1C	-1%	1&6	6%	-4%&8%	-3%
8	C[C@H](CO)N1C[C@H](C)[C@@H](CN(C)C(=O)c2ccccc2)Oc2cc(C#C[C@@H](C)O)ccc2S1(=O)=O	3%	-1	/	-15%	-4%
9	CC1CCN(C(C(=O)Nc2ccc(C(C)C)cc2)c2ccc3c(c2)OCO3)CC1 (stereo not given)	-15%	-2	7%	-2%	-1%
10	Cc1ccc(S(=O)(=O)N2CCOCC2)cc1C(=O)OCC(=O)NCCc1ccccc1	5%	-3	-4%	-5%	0%
11	Cc1cnc(C(=O)OCC(=O)NC2CCCCC2)cn1	13%	2	?	0%	0%
12	CCOc1cc(S(=O)(=O)Nc2ccccn2)ccc1F	17%	5	-7%	?	16%

item	KB-3-1 cytotox	HEK293 tox	IL1B secr inh	MCF10A rereplic
1	3%	-3%	-16	10%
2	-5%	3%	74	/
3	0%	-19%	-76*	/
4	-13%	8%	18	?
5	-12%	5%	/	1%
6	1%	?	-59*	-2%
7	1%&-1%	2%&-6%	6	-2%
8	8%	3%	-8	/
9	?	-1%	-18	?
10	-29%	4%	6	-2%
11	0%	-3%	1	?
12	11%	-7%	-10	-3%

Ordered by formula weight (highest first): some entries from above
item	structure	HT1080 IDH1KD tx	D3 ag	SW480 rerep	KB-V1 cytotox	HT1080NT lethal
8	C[C@H](CO)N1C[C@H](C)[C@@H](CN(C)C(=O)c2ccccc2)Oc2cc(C#C[C@@H](C)O)ccc2S1(=O)=O	3%	-1	/	-15%	-4%
1	CCc1ccc(N2CC(C(=O)OCc3csc(CC(=O)Nc4ccccc4C)n3)CC2=O)cc1 (stereo not given)	3%	3	20%	-1%	5%
9	CC1CCN(C(C(=O)Nc2ccc(C(C)C)cc2)c2ccc3c(c2)OCO3)CC1 (stereo not given)	-15%	-2	7%	-2%	-1%
2	CCCc1nc2c(C)cc(Br)cn2c1Cc1ccccc1	?	-5	/	-14%	?
11	Cc1cnc(C(=O)OCC(=O)NC2CCCCC2)cn1	13%	2	?	0%	0%

item	KB-3-1 cytotox	HEK293 tox	IL1B secr inh	MCF10A rereplic
8	8%	3%	-8	/
1	3%	-3%	-16	10%
9	?	-1%	-18	?
2	-5%	3%	74	/
11	0%	-3%	1	?

Next part:
item	structure	HT1080 IDH1KD tx	D3 ag	SW480 rerep	KB-V1 cytotox	HT1080NT lethal
13	CCOc1ccc2nc(NC(=O)c3cc([N+](=O)[O-])ccc3N3CCOCC3)sc2c1	-1%	10	0%	?	6%
14	C/C(=N\NC(=O)c1cc(C2CC2)nc2ccccc12)c1ccc(O)cc1O	4.6µM*	5	1.5µM*	34%	?
15	COc1cc(C2Nc3cccc4cccc(c34)N2)cc(OC)c1O	?	-5	2%	5%	?
16	O=C(CN1CCOCC1)N1CCN(c2nnc(-c3ccccc3)c3ccccc23)CC1	10%	2	1%	-15%	7%
17	CCCCOC(=O)c1ccc(NC(=O)c2c(Cl)ccc(Cl)c2OC)cc1	-13%	4	?	4%	-24%
18	CCOc1ccc(NCc2nnc(SCc3ccccc3Cl)n2-c2ccccc2)cc1	?	-5	20%	21µM*	?
19	C#CCO[C@@H]1C[C@H](n2ccc(NC(=O)c3ccccc3)nc2=O)O[C@@H]1CO	18%	-1	-5%[9.22 µM]	-4%	10%
20	CC(=O)N1CCc2cc(Br)cc(S(=O)(=O)NCCCN3CCCC(C)C3)c21 (stereo not given)	8%	-5	-1%	16%	10%
21	COc1ccccc1Cc1noc(COc2cccc(C)c2C)n1	-1%	-11	2%	0%	-1%
22	C=CCn1ncc(OC)c(Cl)c1=O	-5%	1	-5%	-1%	12%
23	Cn1c(SCc2c(Cl)cccc2Cl)nc(C(F)(F)F)cc1=O	-5%	0	4%	-28%	5%
24	COc1cc(OC)cc(-c2c(-c3ccsc3)c3cc(Br)ccc3n2C)c1	3%	7	-6%	-14%	13%

item	KB-3-1 cytotox	HEK293 tox	IL1B secr inh	MCF10A rereplic
13	1%	3%	?	?
14	?	9%	147	14%
15	-6%	?	-90*	0%
16	-1%	-15%	-14	-2%
17	2%	-3%	-22	13%
18	-21%	-10%	-26	?
19	15%	-1%	17	-12%
20	22%	-29%	6	13%
21	1%	34%[activator]	19	8%
22	0%	5%	11	2%
23	-28%	6%	0	27%
24	7%	?	24	?

(more compounds)
item	structure	HT1080 IDH1KD tx	D3 ag	SW480 rerep	KB-V1 cytotox	HT1080NT lethal
25	COc1ccc(CCNC(=O)CCCn2c(=O)c3ccccc3n(CC(=O)Nc3c(C)cc(C)cc3C)c2=O)cc1OC	/	6	/	?	/
26	COc1ccc2c([N+](=O)[O-])c(N3CCOCC3)[nH]c2c1	0%	7	/	2%	-5%
27	O=C(NC1CCCCCC1)C1CCN(C(=O)c2ccc(Br)cc2)CC1	-2%	-8	-8%	-3%	-1%
28	Cc1ccc(-c2ccc(=O)n(CC(=O)Nc3ccc4c(c3)OCCO4)n2)cc1	5%	-1	-23%	13%	-3%
29	CN(c1ccc(O)cc1)c1nc(O)c(C2=c3ccccc3=NC2=O)s1	-23%	-4	-11%	7%	-7%
30	Cc1c(C=O)c2ccccn2c1C(=O)c1ccc(Cl)c([N+](=O)[O-])c1	0%	-4	?	-13%	1%
31	O=C(CSc1nnnn1Cc1ccccc1)c1ccccc1	-4%	-2	3%	1%	-2%
32	Cc1onc(-c2ccccc2)c1C(=O)NC1CCC(C)CC1 (stereo not given)	-1%	15	1%	0%	0%
33	Cc1ccc(-n2c(C)cc(/C=c3/sc4nc5ccccc5n4c3=O)c2C)cc1	-6%	6	1%[9.22 µM]	3%	-6%
34	CCOC(=O)c1c(NC(=O)C2C3CCC(O3)C2C(=O)O)sc(C)c1-c1ccc(F)cc1 (stereo not given)	-5%	-1	-3%	?	-4%
35	Cc1oc(-c2ccc(Cl)cc2)nc1CN1CCC(C(=O)NCc2cccnc2)CC1	-18%	-2	2%	-16%	-17%
36	O=C(Cn1cc(S(=O)(=O)Cc2cccc(Cl)c2)c2ccccc21)Nc1ccccc1Cl	/	-6	/	-26%	/

item	KB-3-1 cytotox	HEK293 tox	IL1B secr inh	MCF10A rereplic
25	8%	-6%	/	/
26	1%	-17%	0	/
27	-3%	-38%	8	-7%
28	1%	-21%	-30	?
29	2%	?	-27	-1%
30	11%	2%	-13	10%[9.22 µM]
31	-7%	3%	-3	3%
32	?	1%	34	1%
33	-27%	2%	-9	9.2µM*
34	26%	-15%	31	5%
35	-13%	7%	-58*	?
36	?	2%	/	/

Following part:
item	structure	HT1080 IDH1KD tx	D3 ag	SW480 rerep	KB-V1 cytotox	HT1080NT lethal
37	CCC(Sc1nc2ccccc2o1)C(=O)Nc1nnc(C)s1 (stereo not given)	18%	16	11%	3%	-3%
38	O=C(NCc1cccc(Cl)c1)c1ccc(NC(=O)N2CC3CCCN3c3ccccc32)cc1 (stereo not given)	/	-8	/	0%	/
39	O=C(c1cc(COc2ccc3ncccc3c2)on1)N1CCCC(O)C1 (stereo not given)	-3%	8	-1%	-3%	-1%
40	O=c1c(OCc2ccccc2)cccn1Cc1ccccc1	-6%	-7	/	?	3%
41	C=CC[C@]12C[C@@H](OC)C(=O)C=C1O[C@@H](c1ccc(OC)c(OC)c1)[C@H]2C	-1%	8	-10%	0%	7%
42	CC(/C=C/c1ccccc1)=N/NC(=O)CNC(=O)c1ccccc1F	-11%	-2	4%	0%	7%
43	O=P(Cc1ccccc1)(Cc1ccccc1)c1ccccc1	-7%	1	-3%	18µM*	1%
44	CCOc1cc2c(cc1OCC)CN(CC(=O)Nc1ccccc1C(=O)NC1CC1)CC2	5%	0	5%	-16%	5%[9.24 µM]
45	N#CNC(=Nc1cccc(F)c1)SCc1cccc(F)c1	-7%	-4	1%	?	0%
46	CC1=C(C(=O)Nc2ccccc2)C(c2ccco2)C(C#N)=C(SCC(N)=O)N1 (stereo not given)	?	5	8%	-2%	?
47	CC(=O)N1CCN(S(=O)(=O)c2cccc(C(=O)OCC(=O)N(CCC#N)c3ccc(F)cc3)c2)CC1	-1%	1	-3%	0%	3%
48	O=C(Nc1ccc(NS(=O)(=O)c2ccccc2)c(Cl)c1)c1ccccc1	-14%	0	4%	2%	-9%
49	COC(=O)c1cc(S(=O)(=O)N2CCN(c3ccc(OC)cc3)CC2)cn1C	-6%	-10	37%	-15%	0%

item	KB-3-1 cytotox	HEK293 tox	IL1B secr inh	MCF10A rereplic
37	-4%	?	36	?
38	-17%	-5%	/	/
39	?	4%	1	32%
40	-6%	0%	?	/
41	0%	6%	3	-1%
42	-2%	3%[7.66 µM]	13	?
43	-5%	20%	-3	-1%
44	-4%	-3%	-26	-1%
45	?	6%	-7	?
46	8%	-18%	-9	-3%
47	3%	5%	7	-3%
48	3%	-5%	12	27%
49	-9%	1%	0	-1%
